Bioassay records: PubChem, Sanford-Burnham Center for Chemical Genomics
UBC13 polyUb = human UBC13 polyubiquitination inhibition; P61088; inhibition, % at 20 µM; UBC13 polyubiquitin chain formation, TR-FRET; hit rate 0.47% among 330,000; AID 485273; in the data active means inhibition above about 45%, passing the limit was not always enough
Target sequence (P61088 whole entry, looked up): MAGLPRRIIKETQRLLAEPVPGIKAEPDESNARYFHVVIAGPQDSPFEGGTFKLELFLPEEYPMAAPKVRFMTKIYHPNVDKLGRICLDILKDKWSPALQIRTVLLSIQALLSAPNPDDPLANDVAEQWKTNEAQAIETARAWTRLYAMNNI
SENP7 block = inhibitors of human SENP7 protease; recombinant SENP7, Z-RLRGG-aminoluciferin luminescence, 40 min; Q9BQF6; inhibition, % at 5 µM; hit rate 1.5% among 330,000; AID 434973;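 active means inhibition above about 50% at the single test dose, limit read from the data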;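 further: plate controls were DMSO with enzyme for no effect and no enzyme buffer wells for full effect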
Target sequence (Q9BQF6 706-1050 limits assumed): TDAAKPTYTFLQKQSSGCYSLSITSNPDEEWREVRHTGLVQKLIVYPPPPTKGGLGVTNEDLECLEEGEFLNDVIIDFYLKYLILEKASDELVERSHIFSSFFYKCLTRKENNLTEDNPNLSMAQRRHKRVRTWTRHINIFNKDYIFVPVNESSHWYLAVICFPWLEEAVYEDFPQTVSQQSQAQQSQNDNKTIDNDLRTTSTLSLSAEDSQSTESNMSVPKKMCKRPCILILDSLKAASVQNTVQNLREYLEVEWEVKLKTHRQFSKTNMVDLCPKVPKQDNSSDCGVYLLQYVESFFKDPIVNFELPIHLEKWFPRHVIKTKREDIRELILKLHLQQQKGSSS
Apaf1 inhib = inhibitors of human Apaf-1 apoptosome; O14727; inhibition, % at 20 µM; hit rate 0.71% among 330,000; reconstituted apoptosome caspase-3 activity, DEVD-Rh110 fluorescence; active means inhibition of at least 40% at 20 µM;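 further: plate controls were DMSO wells for no effect and DEVD-CHO caspase inhibitor wells for full effect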
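System: reconstituted apoptosome with Apaf-1, cytochrome c, caspase-9, procaspase-3, dATP; Signal: Rh110 fluorescence intensity; Schedule: 30 min compound preincubation, 50 min activation, room temperature; Reagent: cytochrome c trigger plus (Z-DEVD)2-Rh110 caspase-3 substrate.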
HKDC1 inhibitor = inhibitors of human hexokinase HKDC1; recombinant HKDC1, G6PDH/diaphorase resazurin coupled fluorescence; inhibition, % at 20 µM; hit rate 0.16% among 340,000; AID 493160;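 active means inhibition above about 35% when tested at 20 µM, limit read from the data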;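 further: plate controls were DMSO wells with enzyme for no effect and DMSO wells lacking enzyme for full effect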
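test system = in-house recombinant HK5 (HKDC1) enzyme | amount = HKDC1 at 5 µg/mL | control set = DMSO-enzyme wells negative, buffer-substituted wells positive | compound = one dose of 20 µM, 1% DMSO | schedule = reaction time 90 min, room temperature, protected from light | technique = resorufin fluorescence at 613 nm | reagent = glucose with 1 mM ATP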
Jurkat NFkB inh = inhibitors of the PMA/ionomycin-induced NF-kB reporter in Jurkat cells | PMA/ionomycin-induced NF-kB luciferase reporter, luminescence | hit rate 0.53% among 330,000 | inhibition, % at 4 µM
697 NFkB inh = inhibitors of the PMA/ionomycin-induced NF-kB reporter in 697 B cells | inhibition, % at 4 µM | 697 B-cell NF-kB luciferase reporter, 16 h | AID 435022 | hit rate 0.33% among 330,000; in the data active means inhibition above about 35%
SENP8 inh = blocks the human protease SENP8; hit rate 1.2% among 330,000; inhibition, % at 10 µM; purified SENP8, Z-RLRGG-aminoluciferin cleavage, luminescence
Target sequence (Q96LD8 whole entry, looked up): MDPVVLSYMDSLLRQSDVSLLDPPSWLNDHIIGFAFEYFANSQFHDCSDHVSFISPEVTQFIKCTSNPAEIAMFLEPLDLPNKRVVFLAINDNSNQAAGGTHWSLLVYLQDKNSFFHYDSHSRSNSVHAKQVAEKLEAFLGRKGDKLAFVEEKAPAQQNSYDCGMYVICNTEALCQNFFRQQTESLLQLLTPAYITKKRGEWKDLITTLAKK
Gli-Sufu antag = blocks Gli-Sufu signaling in a luciferase reporter. Sufu-KO-LIGHT fibroblasts, Gli luciferase reporter luminescence. inhibition, % at 5 µM. hit rate 0.74% among 340,000;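 active means inhibition above about 55%, limit read from the data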;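 further: 0% = DMSO-treated cells and 100% = wells with medium but no cells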
* = called active by the depositor; . = not tested or not shown. Unless noted, no stated cut-off is given here; in the data, active means inhibition above about 50%; inactive means the rest.

no.	Structure	UBC13 polyUb	SENP7 block	Apaf1 inhib	HKDC1 inhibitor
1	CCCNC(=O)COc1ncnc2sccc12	0	-1	-10	-7
2	NC(=O)c1cc(S(=O)(=O)NCCc2ccccc2)cs1	-7	12	-3	-6
3	COc1ccccc1NC(=O)Nc1nc(CC(=O)NC2CCCC2)cs1	7	1	2	-6
4	O=C(Nc1ccccc1N1CCOCC1)c1cc(F)cc(F)c1	2	-7	-17	-5
5	O=C(Nc1ccccc1)C1CCN(c2nccs2)CC1	7	5	13	2
6	C(=N\c1nc2ccccc2n1CCN1CCCCC1)/c1cccs1	-8	-4	10	-6
7	CC1CCN(S(=O)(=O)c2ccc(S(=O)(=O)N3CCCC3)cc2)CC1	3	-2	-11	-7
8	O=C(NCc1ccco1)c1ccc2c(c1)OCCO2	1	7	-4	1
9	O=C(O)c1ccc(CN(c2ccccc2)S(=O)(=O)c2ccccc2)cc1	-5	-2	3	-6
10	CC12CCC(=O)N1C(C(=O)N1CCN(S(=O)(=O)c3cccc(Cl)c3)CC1)CS2 (stereo not given)	-2	-5	2	-3
11	O=C(COC(=O)c1ccccc1NC(=O)c1ccco1)NCCC1=CCCCC1	-2	-5	19	-9
12	Cn1c2ccccc2c2ncn(CCN3CCOCC3)c(=O)c21	10	3	6	-1
13	Cc1ccc(-c2nn(C)c(=O)c3ccccc23)cc1S(=O)(=O)N1CCCC1	0	0	10	-3
14	CCOc1ccc(CCNC(=O)CCS(=O)(=O)c2ccc(Cl)cc2)cc1OCC	10	-1	-8	-4
15	COc1cc(/C=N/NC(=O)c2cn(-c3cccc(C)n3)cn2)ccc1O	-4	5	-8	-4

no.	Jurkat NFkB inh	697 NFkB inh	SENP8 inh	Gli-Sufu antag
1	3	0	5	6
2	-2	-2	-4	4
3	15	20	7	-6
4	0	20	3	-22
5	-5	-2	7	5
6	-18	4	-9	-3
7	1	12	-6	9
8	2	-12	-6	-4
9	5	6	-3	-9
10	7	1	0	-4
11	-9	0	-5	13
12	-8	-9	-7	1
13	-5	-18	6	14
14	10	22	-3	-11
15	-6	-17	7	5

Other compounds.
no.	Structure	UBC13 polyUb	SENP7 block	Apaf1 inhib	HKDC1 inhibitor
16	COc1cc(OC)cc(-c2nnc(NC(=O)c3ccc4c(c3)OCCO4)o2)c1	-8	-1	-15	-9
17	Cc1cccc(N(C)S(=O)(=O)c2c[nH]c3ccc([N+](=O)[O-])cc23)c1	0	-3	14	9
18	Cc1cccc(N2CCN(C(=O)CCn3c(=O)[nH]c4ccccc4c3=O)CC2)c1C	3	0	19	4
19	CN1C(=O)NC2(O)C(=O)c3ccccc3C12O (stereo not given)	-8	-11	8	-5
20	CN(CCCNC(=O)C1CCC(=O)N1Cc1ccccc1Cl)c1ccccc1 (stereo not given)	17	0	-11	-5
21	Cc1cccc(-c2noc(CCC(=O)NC3CCCC3)n2)c1	1	-9	11	-3
22	Cc1ccc(NC(=O)CCc2nnc3ccc(N4CCC5(CC4)OCCO5)nn23)cc1F	-7	19	-6	1
23	COc1ccccc1OCCOc1ccccc1/C=N/n1cnnc1	-3	4	15	0
24	CCN(CC)S(=O)(=O)c1cc(C(=O)NC2CCCCC2)ccc1C	-1	8	-16	-6
25	CC(C)CCOc1ccc(C(=O)NCC(c2cccs2)N2CCOCC2)cc1 (stereo not given)	0	3	8	2
26	O=C1c2cccnc2C(Nc2cccc(F)c2)N1Cc1ccco1 (stereo not given)	4	4	-3	0
27	CC(=O)c1cccc(NC(=O)C(C)OC(=O)CCc2nc3ccccc3c(=O)[nH]2)c1 (stereo not given)	-11	-5	-4	0
28	O=C(Nc1ccc(Cl)cc1N1CCOCC1)C1CCCO1 (stereo not given)	-7	-6	-3	-2
29	O=C(CN(C(=O)c1csnn1)c1cccc2c1CCCC2)NCc1ccccc1	0	4	7	-2
30	CCCCCOC(=O)C1=C(C)NC(=O)NC1c1ccccc1OCC (stereo not given)	-2	7	16	9

no.	Jurkat NFkB inh	697 NFkB inh	SENP8 inh	Gli-Sufu antag
16	0	-6	-4	2
17	-9	9	1	48
18	4	16	4	0
19	-4	-25	-2	1
20	6	4	-4	-2
21	-9	-16	-5	24
22	1	3	-5	3
23	-24	-6	0	-16
24	-121	-81	0	-64
25	-2	4	0	1
26	4	4	3	17
27	-8	2	-9	.
28	12	16	3	0
29	6	15	-1	0
30	-10	11	-2	8

The results go on.
no.	Structure	UBC13 polyUb	SENP7 block	Apaf1 inhib	HKDC1 inhibitor
31	COc1ccc(C(=O)NCC(=O)OCC(=O)Nc2ncc(Cl)cc2Cl)cc1[N+](=O)[O-]	-24	-7	10	7
32	C=CC[C@@H]1C=C(C)C[C@H](C)C[C@H](OC)[C@H]2O[C@@](O)(C(=O)C(=O)N3CCCC[C@H]3C(=O)O[C@H](/C(C)=C/[C@@H]3CC[C@@H](O)[C@H](OC)C3)[C@H](C)[C@@H](O)CC1=O)[C@H](C)C[C@@H]2OC	22	3	25	.
33	COc1cccc(N2CCN(C(=O)CCCCCn3c(=S)[nH]c4cc5c(cc4c3=O)OCO5)CC2)c1	3	6	14	1
34	O=C(COc1ccccc1)NNC1=NS(=O)(=O)c2ccccc21	-1	5	-4	-13
35	COc1ccc(S(=O)(=O)/N=C2\C=C(Nc3ccc(O)cc3)C(=O)c3ccccc32)cc1	-262	87*	96*	42*
36	CCCn1c(C)cc(C(=O)Cn2nnc3ccccc3c2=O)c1C	3	-5	-5	-1
37	Cc1ccc(C)c(S(=O)(=O)c2c(C)cc(C)nc2Cl)c1	4	-1	-303	0
38	CC(=O)Nc1ccc(SCC(=O)Nc2ccc3c(c2)OCCO3)cc1	-2	3	-1	-7
39	CCC1CCCN1Cn1cnc2c([nH]c3ccccc32)c1=O (stereo not given)	11	-2	-9	0
40	COC(=O)C(C(=O)OC)C(C[N+](=O)[O-])c1ccc(OC)c(OC)c1 (stereo not given)	2	3	-1	-6
41	CC1=CC2=NC(=O)/C(=C\c3ccc(OC(=O)c4ccco4)cc3)C(=N)N2O1	-29	-4	2	1
42	Cc1cc(CNC(=O)C(C)n2cc([N+](=O)[O-])cn2)c2ccccc2n1 (stereo not given)	19	1	-13	-2
43	O=C(CCN1C(=O)/C(=C/c2ccc(F)cc2)SC1=S)N[C@@H](CO)Cc1ccccc1	-24	7	15	-2
44	CC(=O)Nc1ccc(C)c(NS(=O)(=O)c2cccc(C(F)(F)F)c2)c1	5	-7	-14	-6
45	Cc1ccc(S(=O)(=O)N(CC(=O)NCc2ccco2)Cc2ccc(F)cc2)cc1	-8	-3	10	-3

no.	Jurkat NFkB inh	697 NFkB inh	SENP8 inh	Gli-Sufu antag
31	-11	15	-16	-1
32	22	-8	0	.
33	-1	-4	19	5
34	-8	1	-7	6
35	74*	9	95*	95*
36	-127	-176	-6	-96
37	19	-7	-1	2
38	-18	17	-6	-2
39	8	5	6	-5
40	4	22	6	4
41	-5	-9	-13	2
42	0	0	2	-10
43	8	-16	6	0
44	-4	5	2	4
45	-12	-9	-6	-10

Sorted by number of heavy atoms (lowest first): some entries from above
no.	Structure	UBC13 polyUb	SENP7 block	Apaf1 inhib	HKDC1 inhibitor
34	O=C(COc1ccccc1)NNC1=NS(=O)(=O)c2ccccc21	-1	5	-4	-13
38	CC(=O)Nc1ccc(SCC(=O)Nc2ccc3c(c2)OCCO3)cc1	-2	3	-1	-7
31	COc1ccc(C(=O)NCC(=O)OCC(=O)Nc2ncc(Cl)cc2Cl)cc1[N+](=O)[O-]	-24	-7	10	7

no.	Jurkat NFkB inh	697 NFkB inh	SENP8 inh	Gli-Sufu antag
34	-8	1	-7	6
38	-18	17	-6	-2
31	-11	15	-16	-1

Entries of single compounds as entered above.
O=C(COc1ccccc1)NNC1=NS(=O)(=O)c2ccccc21 is listed with UBC13 polyUb: -1; SENP7 block: 5; Apaf1 inhib: -4; HKDC1 inhibitor: -13; Jurkat NFkB inh: -8; 697 NFkB inh: 1; SENP8 inh: -7; Gli-Sufu antag: 6
CC(=O)Nc1ccc(SCC(=O)Nc2ccc3c(c2)OCCO3)cc1 is listed with UBC13 polyUb: -2; SENP7 block: 3; Apaf1 inhib: -1; HKDC1 inhibitor: -7; Jurkat NFkB inh: -18; 697 NFkB inh: 17; SENP8 inh: -6; Gli-Sufu antag: -2
COc1ccc(C(=O)NCC(=O)OCC(=O)Nc2ncc(Cl)cc2Cl)cc1[N+](=O)[O-] is listed with UBC13 polyUb: -24; SENP7 block: -7; Apaf1 inhib: 10; HKDC1 inhibitor: 7; Jurkat NFkB inh: -11; 697 NFkB inh: 15; SENP8 inh: -16; Gli-Sufu antag: -1

New compounds follow
no.	Structure	UBC13 polyUb	SENP7 block	Apaf1 inhib	HKDC1 inhibitor
46	CC1=CCC(C(=O)O)(C(=O)N/N=C/c2cccs2)C(c2ccc(Cl)cc2)C1 (stereo not given)	4	3	8	-4
47	CCCn1nnnc1NCc1ccc(N2CCCC2)cc1	8	1	2	9
48	COc1ccc(OC)c(Nc2cc(C(=O)NCCCN3CCOCC3)c3ccccc3n2)c1	2	11	-9	-2
49	CC(C)CC(NC(N)=O)C(=O)Nc1ccc2c(c1)OCO2 (stereo not given)	-13	-2	2	4
50	Cc1ccccc1Nc1nc(N2CCOCC2)nc(N2CCOCC2)n1	3	-2	-3	-6
51	O=C(CN1CCOCC1)NC1CC2CCC1C2 (stereo not given)	2	6	1	-5
52	Cc1nc(Nc2ccc(F)cc2)[nH]c(=O)c1CCC(C)C	5	-6	19	5
53	CC(/C=N/Nc1nc2ccccc2[nH]1)=C\c1ccccc1	-27	2	20	15
54	Cc1ccccc1NC(=O)C(C)Sc1nnc(-c2ccncc2)n1CC1CCCO1 (stereo not given)	4	5	7	3
55	N#Cc1ccc(CN2CCN(C(=O)c3ccc(S(=O)(=O)N4CCCCCC4)cc3)CC2)cc1	-15	-9	5	3
56	Cn1c(=O)[nH]c(Nc2ccccc2)c([N+](=O)[O-])c1=O	-10	0	4	2
57	COc1ccc(C(C)NC(=S)NC2CCCCC2)cc1OC (stereo not given)	6	0	8	-5
58	Cc1ccc(C(=O)N/C(=C\c2ccccc2)C(=O)NCC2CCCO2)cc1 (stereo not given)	6	-2	-8	-7
59	CSc1ccccc1NC(=O)c1ccc(CN2CCOCC2)cc1	3	-4	-3	-8
60	O=C(CSc1nc2ccccc2[nH]1)Nc1c(F)cccc1F	-2	-3	7	0
61	Nc1nnc(-c2cn(-c3ccccc3)nc2-c2ccc(Cl)cc2)o1	8	-10	9	3

no.	Jurkat NFkB inh	697 NFkB inh	SENP8 inh	Gli-Sufu antag
46	-9	5	-2	0
47	10	21	8	2
48	-8	-3	2	6
49	-17	-20	-4	-5
50	2	-9	-4	31
51	-8	8	1	-5
52	17	-12	-6	11
53	-224	-335	13	-74
54	16	-1	-4	3
55	24	-23	-16	11
56	-2	8	-7	-4
57	8	-6	4	5
58	7	19	-4	3
59	-4	-11	-3	-23
60	2	-2	-4	2
61	12	0	-10	-2
